TcdB GH inh: TcdB glycohydrolase inhibition; P18177; TcdB glycohydrolase enzymatic assay, plate reader; inhibition, % at 9.99 µM; 0.24% of 350,000 active; AID 652162; in the data active = inhibition above about 10%
The depositor's hits bear a star.

SMILES | TcdB GH inh
C[C@H](CO)N1C[C@H](C)[C@@H](CN(C)CC2CCCCC2)Oc2ccc(NC(=O)Nc3ccc4c(c3)OCO4)cc2CC1=O | 1.5
C[C@@H]1CN([C@H](C)CO)C(=O)c2cc(NC(=O)Nc3ccc4c(c3)OCO4)ccc2O[C@@H](C)CCCCO[C@H]1CN(C)C(=O)C1CCCCC1 | 0.8
C[C@H](CO)N1C[C@H](C)[C@@H](CN(C)S(C)(=O)=O)Oc2ccc(NC(=O)NC3CCCCC3)cc2CC1=O | 0.6
CO[C@@H]1CN(C)C(=O)c2ccc(NS(C)(=O)=O)cc2OC[C@H](C)N(C(=O)CN(C)C)C[C@H]1C | 1.5
Cc1ccccc1S(=O)(=O)N1CC(=O)N2[C@H](C1)[C@H](c1ccc(C#CCN(C)C)cc1)[C@@H]2CO | -1.6
COCC#Cc1ccc2c(c1)O[C@@H](CN(C)C(=O)C1CC1)[C@H](C)CN([C@H](C)CO)S2(=O)=O | 0.1
C[C@@H]1CN([C@@H](C)CO)C(=O)c2cc(NC(=O)C3CCCCC3)ccc2O[C@H]1CN(C)CC1CCCCC1 | -0.3
CCCC(=O)Nc1ccc2c(c1)OC[C@@H](C)N(Cc1nccs1)C[C@H](C)[C@@H](OC)CN(C)C2=O | 0.3
C[C@@H]1CCCCO[C@H](CN(C)CC2CCCCC2)[C@H](C)CN([C@H](C)CO)C(=O)c2cc(NC(=O)Nc3cccc4ccccc34)ccc2O1 | -2.3
CCC(=O)N(C)C[C@@H]1Oc2ncc(-c3ccc(C)cc3)cc2C(=O)N([C@H](C)CO)C[C@@H]1C | -6.0
O=C(N[C@@H]1CC[C@H](CCNC(=O)C2CCCC2)O[C@H]1CO)c1ccncc1 | 0.7
O=C(C[C@@H]1C[C@H]2c3cc(NC(=O)Nc4ccccc4)ccc3O[C@H]2[C@@H](CO)O1)NCc1ccncc1 | 0.2

Another view of 2 compounds above:
C[C@@H]1CCCCO[C@H](CN(C)CC2CCCCC2)[C@H](C)CN([C@H](C)CO)C(=O)c2cc(NC(=O)Nc3cccc4ccccc34)ccc2O1
- TcdB GH inh: -2.3

CO[C@@H]1CN(C)C(=O)c2ccc(NS(C)(=O)=O)cc2OC[C@H](C)N(C(=O)CN(C)C)C[C@H]1C
- TcdB GH inh: 1.5

Other records follow:
SMILES | TcdB GH inh
C[C@@H]1CN([C@H](C)CO)C(=O)c2cc(NS(=O)(=O)c3ccccc3)ccc2O[C@@H]1CN(C)CC1CC1 | -0.4
CC(C)CC#Cc1cnc2c(c1)C(=O)N([C@@H](C)CO)C[C@@H](C)[C@H](CN(C)C(=O)C1CCOCC1)O2 | 0.2
Cc1noc(C)c1NC(=O)N[C@@H]1C=C[C@@H](CC(=O)N2CCCCC2)O[C@@H]1CO | 0.0
CC(C)C#Cc1ccc2c(c1)O[C@H](CN(C)C(=O)c1cccnc1)[C@@H](C)CN([C@@H](C)CO)S2(=O)=O | -2.3
CCCC#Cc1ccc([C@@H]2[C@H](CO)N3C(=O)CN(C(=O)CN4CCOCC4)C[C@@H]23)cc1 | -2.9
COc1ccc(S(=O)(=O)Nc2ccc3c(c2)C(=O)N([C@H](C)CO)C[C@H](C)[C@H](CN(C)Cc2ccc(C(F)(F)F)cc2)OCCCC[C@H](C)O3)cc1 | 0.2
CN(C)C(=O)[C@H]1[C@H](CO)[C@H]2Cn3c(ccc(-c4cccc(F)c4)c3=O)[C@@H]1N2Cc1ccccc1 | -0.2
COc1ccc(S(=O)(=O)Nc2ccc3c(c2)C(=O)N([C@@H](C)CO)C[C@H](C)[C@@H](CN(C)C(=O)Nc2ccc(F)cc2)O3)cc1 | 0.3
C[C@H](NC(=O)C[C@@H]1CC[C@@H](NC(=O)Nc2ccc3c(c2)OCO3)[C@H](CO)O1)c1ccccc1 | -1.5
Cc1ccc(S(=O)(=O)Nc2ccc3c(c2)C(=O)N([C@H](C)CO)C[C@H](C)[C@H](CN(C)Cc2ccc(C(=O)O)cc2)OCCCC[C@H](C)O3)cc1 | -1.5
COc1ccc(NC(=O)Nc2ccc3c(c2)CC(=O)N([C@H](C)CO)C[C@H](C)[C@H](CN(C)S(=O)(=O)c2ccc(Cl)cc2)O3)cc1 | -0.1
O=C(Nc1cc(F)ccc1F)N[C@@H]1CC[C@H](CCNC(=O)c2cnccn2)O[C@H]1CO | -0.4
Cc1ccccc1NC(=O)C[C@H]1CC[C@H]2[C@@H](COc3ccc(NC(=O)NC(C)C)cc3C(=O)N2C)O1 | 0.5
C[C@@H]1CCCCO[C@@H](CN(C)Cc2ccccc2)[C@@H](C)CN([C@@H](C)CO)C(=O)c2cc(NS(=O)(=O)c3ccc(F)cc3)ccc2O1 | 0.1
CC(C)CC#Cc1ccc2c(c1)O[C@H](CN(C)CC1CCOCC1)[C@@H](C)CN([C@H](C)CO)S2(=O)=O | 0.8
COc1ccc(NC(=O)N2CC3(C2)CN(C(=O)c2cccnc2)[C@@H](CO)c2[nH]c4cc(OC)ccc4c23)cc1 | 0.1
C[C@@H]1CCCCO[C@@H](CN(C)Cc2ccc3c(c2)OCO3)[C@H](C)CN([C@H](C)CO)C(=O)c2cc(NC(=O)Nc3ccccc3)ccc2O1 | 0.7
COc1ccc(NC(=O)Nc2ccc3c(c2)C(=O)N([C@@H](C)CO)C[C@H](C)[C@@H](CN(C)Cc2ccc(C(F)(F)F)cc2)OCCCC[C@@H](C)O3)cc1 | 0.6
CCC(=O)N1CC2(C1)CN(Cc1cccc(OC)c1)[C@@H](CO)c1[nH]c3cc(OC)ccc3c12 | 0.3
CCCNC(=O)C[C@@H]1CC[C@H]2[C@H](COc3ccc(NC(=O)Nc4c(C)noc4C)cc3C(=O)N2C)O1 | 0.0
CCCNC(=O)N1CC2(C1)CN(Cc1ccccc1)[C@@H](CO)c1[nH]c3cc(OC)ccc3c12 | -0.8
CCCNC(=O)N(C)C[C@@H]1Oc2ncc(C#Cc3ccccc3F)cc2C(=O)N([C@@H](C)CO)C[C@@H]1C | 0.4
O=C(C[C@H]1CC[C@H]2[C@@H](COC[C@H](O)CN2S(=O)(=O)c2ccc(F)cc2)O1)NCC1CCCCC1 | -0.3
CCS(=O)(=O)N1CC2(C1)[C@H](c1ccccc1)[C@@H](CO)N2C(=O)C1CC1 | -0.2
COc1cccc(NC(=O)N2C[C@@H](O)COC[C@H]3O[C@@H](CC(=O)NC4Cc5ccccc5C4)CC[C@@H]32)c1 | -0.3
C[C@H](CO)N1C[C@H](C)[C@H](CN(C)Cc2ccncc2)Oc2ncc(C#CCC3CCCC3)cc2C1=O | 0.9
O=C(C[C@@H]1C[C@@H]2c3cc(NC(=O)C4CCC4)ccc3O[C@@H]2[C@H](CO)O1)NCc1cccc(F)c1 | -9.7
O=C(O)[C@@H]1[C@@H](CO)[C@@H]2Cn3c(ccc(-c4ccccc4F)c3=O)[C@@H]2N1C(=O)c1cnccn1 | 0.1
COCC(=O)N1[C@@H]2CN(C(=O)NC(C)C)c3ccccc3[C@@H]2[C@@H]1CO | 0.0
C[C@H]1CN([C@@H](C)CO)C(=O)CCCn2cc(nn2)CO[C@H]1CN(C)C(=O)Nc1ccc(N2CCCCC2)cc1 | -4.8
[N-]=[N+]=NCc1ccccc1C[C@]1(C(=O)NCC(O)CO)COC(c2ccc(OCCCO)cc2)=N1 (some centres undefined) | -1.7
C[C@@H]1CN([C@H](C)CO)C(=O)c2cc(-c3ccc(F)cc3)cnc2O[C@H]1CN(C)C(=O)c1ccccn1 | 0.5
N#C[C@@H]1[C@@H](c2ccc(C3=CCCC3)cc2)[C@@H](CO)N1C(=O)Cc1ccncc1 | -0.9
C[C@H]1CN([C@@H](C)CO)S(=O)(=O)c2ccc(C3=CCCC3)cc2O[C@H]1CN(C)S(=O)(=O)c1cn(C)cn1 | -0.1
O=C(Cc1ccccc1)N1C[C@H]2[C@@H](c3ccccc31)[C@H](CO)N2C(=O)C1CCOCC1 | -0.6
C/C=C/c1ccc([C@@H]2[C@H](CO)N3CCCCN(C(=O)Cc4ccncc4)C[C@@H]23)cc1 | -5.2
CC(C)NC(=O)N1Cc2cc(C(=O)NCC(F)(F)F)nc(-c3cccc(-c4cc5ccccc5o4)c3)c2[C@H]1CCO | -0.1
CCc1nc(N2[C@H](C#N)[C@H](c3ccccc3-c3ccccc3F)[C@H]2CO)sc1C | 0.4
COc1ccc(-c2ccc([C@H]3[C@H](C#N)N(C(=O)C4CCC4)[C@H]3CO)cc2)cc1 | 1.3
CCCNC(=O)C[C@H]1CC[C@H]2[C@@H](COC[C@@H](O)CN2C(=O)c2cccnc2)O1 | 0.3
Cc1noc(C)c1S(=O)(=O)Nc1cccc2c1O[C@@H](CN(C)Cc1ccc(C(=O)O)cc1)[C@@H](C)CN([C@H](C)CO)C2=O | -1.0
C[C@H]1CN([C@@H](C)CO)C(=O)Cc2cc(NC(=O)C3CC3)ccc2O[C@@H]1CN(C)C(=O)Nc1cccc2ccccc12 | 0.5
C[C@H]1CN([C@@H](C)CO)C(=O)c2c(c3ccccc3n2C)-c2ccccc2CO[C@@H]1CN(C)C(=O)[C@@H](Cc1ccccc1)N(C)C | -0.9
C[C@@H]1CN([C@@H](C)CO)C(=O)c2cc(NS(=O)(=O)c3ccc(F)cc3)ccc2O[C@H]1CN(C)C(=O)Nc1cccc2ccccc12 | 0.6
CO[C@@H]1CN(C)C(=O)c2ccc(NC(=O)c3ccc4c(c3)OCO4)cc2OC[C@H](C)NC[C@H]1C | 0.5
COc1cccc(C#Cc2ccc([C@H]3[C@@H](CO)N4C(=O)CN(S(=O)(=O)c5ccccc5C)C[C@@H]34)cc2)c1 | 0.1
COc1ccc2c3c([nH]c2c1)[C@@H](CO)N(Cc1ccc(F)cc1)CC31CCN(C)CC1 | -2.4
COc1ccc(C#Cc2cnc3c(c2)C(=O)N([C@H](C)CO)C[C@H](C)[C@H](CN(C)C)O3)cc1 | 2.1
COc1cccc(S(=O)(=O)Nc2ccc3c(c2)[C@H]2C[C@@H](CC(=O)NCc4ccc(Cl)cc4)O[C@H](CO)[C@H]2O3)c1 | 0.7
O=C(NCc1cc(F)cc(F)c1)[C@H]1[C@H](CO)[C@H]2Cn3c(cccc3=O)[C@@H]1N2C(=O)c1cnccn1 | 0.7
C[C@H]1CN([C@@H](C)CO)S(=O)(=O)c2ccc(C#CC3(O)CCCC3)cc2O[C@@H]1CN(C)C(=O)Nc1ccc(F)cc1 | 3.4
CC(C)NC(=O)N1Cc2cc(C(=O)NC3Cc4ccccc4C3)nc(-c3cccc(-c4cccnc4)c3)c2[C@H]1CCO | 0.8
COCC#Cc1cnc2c(c1)C(=O)N([C@H](C)CO)C[C@@H](C)[C@H](CN(C)C(=O)c1cccnc1)O2 | -1.1
C[C@H](CO)N1C[C@H](C)[C@@H](CN(C)S(=O)(=O)c2cn(C)cn2)Oc2c(cccc2N(C)C)C1=O | 0.1
C[C@@H]1CN([C@H](C)CO)C(=O)c2cccc(NC(=O)c3ccc(-c4nccs4)cc3)c2O[C@H]1CN(C)C(=O)Nc1cccc2ccccc12 | 0.7
C[C@@H]1CN([C@@H](C)CO)C(=O)c2cc(NC(=O)Cc3ccccc3)ccc2O[C@@H](C)CCCCO[C@H]1CN(C)C(=O)C1CCCCC1 | -0.3
CN1C(=O)c2cc(NC(=O)Nc3cccc(Cl)c3)ccc2OC[C@@H]2O[C@@H](CC(=O)O)CC[C@H]21 | 0.5
C[C@H]1CN([C@@H](C)CO)C(=O)Cc2cc(NC(=O)C3CCCCC3)ccc2O[C@H]1CN(C)C(=O)Nc1ccccc1 | 0.9
C[C@@H]1CN([C@H](C)CO)C(=O)c2cc(NS(=O)(=O)c3ccccc3)ccc2O[C@@H](C)CCCCO[C@H]1CN(C)C(=O)Nc1ccc2c(c1)OCO2 | -0.3
C/C=C/c1cnc2c(c1)C(=O)N([C@H](C)CO)C[C@H](C)[C@H](CN(C)C(=O)Cc1ccccn1)O2 | -1.0
The listing continues.
SMILES | TcdB GH inh
Cc1noc(C)c1S(=O)(=O)Nc1cccc2c1O[C@@H](CN(C)C(=O)Nc1ccc3c(c1)OCO3)[C@@H](C)CN([C@@H](C)CO)C2=O | 0.7
C[C@H]1CN([C@@H](C)CO)C(=O)c2cc(NS(C)(=O)=O)ccc2O[C@H]1CN(C)CC1CC1 | -1.3
COCC#Cc1ccc2c(c1)O[C@@H](CN(C)C(=O)C1CCC1)[C@@H](C)CN([C@H](C)CO)S2(=O)=O | 0.9
O=C(NCc1ccc(F)cc1)[C@@H]1[C@@H](CO)[C@@H]2Cn3c(cccc3=O)[C@@H]2N1CC1CC1 | 1.0
O=C(c1cccc(F)c1)N1C[C@@H]2[C@H](c3ccccc31)[C@@H](CO)N2C(=O)Cc1ccccc1 | 0.2
CCCNC(=O)C[C@@H]1CC[C@H]2[C@@H](COC[C@@H](O)CN2C(=O)c2cccnc2)O1 | 0.6
C[C@H]1CN([C@@H](C)CO)C(=O)c2cccc(NC(=O)Nc3cccc4ccccc34)c2O[C@@H]1CN(C)S(=O)(=O)c1ccc(Cl)cc1 | 1.0
CO[C@H]1CN(C)C(=O)c2cc(NS(=O)(=O)CC(F)(F)F)ccc2OC[C@@H](C)N(CCC(F)(F)F)C[C@@H]1C | -0.8

Of the compounds above, four have a CF3 group:
SMILES | TcdB GH inh
COc1ccc(S(=O)(=O)Nc2ccc3c(c2)C(=O)N([C@H](C)CO)C[C@H](C)[C@H](CN(C)Cc2ccc(C(F)(F)F)cc2)OCCCC[C@H](C)O3)cc1 | 0.2
COc1ccc(NC(=O)Nc2ccc3c(c2)C(=O)N([C@@H](C)CO)C[C@H](C)[C@@H](CN(C)Cc2ccc(C(F)(F)F)cc2)OCCCC[C@@H](C)O3)cc1 | 0.6
CC(C)NC(=O)N1Cc2cc(C(=O)NCC(F)(F)F)nc(-c3cccc(-c4cc5ccccc5o4)c3)c2[C@H]1CCO | -0.1
CO[C@H]1CN(C)C(=O)c2cc(NS(=O)(=O)CC(F)(F)F)ccc2OC[C@@H](C)N(CCC(F)(F)F)C[C@@H]1C | -0.8

At a glance, part of the list above.
SMILES | TcdB GH inh
C[C@H](CO)N1C[C@H](C)[C@@H](CN(C)CC2CCCCC2)Oc2ccc(NC(=O)Nc3ccc4c(c3)OCO4)cc2CC1=O | 1.5
C[C@@H]1CN([C@H](C)CO)C(=O)c2cc(NC(=O)Nc3ccc4c(c3)OCO4)ccc2O[C@@H](C)CCCCO[C@H]1CN(C)C(=O)C1CCCCC1 | 0.8

Compound activity deposited in PubChem BioAssay by Broad Institute.

Not all compounds are listed; the hit share may differ from the screen's.
